# Screens: PubChem BioAssay, Southern Research Specialized Biocontainment Screening Center
# VEEV TC-83 Vero – inhibitors of VEEV TC-83 cytopathic effect, confirmation, Vero cells (AID 588727); Vero cells, VEEV TC-83 cytopathic effect inhibition; higher % means a stronger effect; inhibition, % at 20 µM; hits with a dose series show IC50 in µM; 350,000 tested, 0.13% active; in the data active = a potency from the dose series; inconclusive = inhibition mostly from about 14% at the one dose, without a potency; inactive = the rest, 99 in 100 with inhibition below about 12%; also: strong numbers were not always called active
# The depositor's hits bear a star; i = inactive; ? = inconclusive. Not all compounds are listed; rates above refer to the full screens.
nr	SMILES	VEEV TC-83 Vero
1	NS(=O)(=O)c1ccc(NCc2cnc3ccccc3n2)cc1	0.3%
2	C[C@@H]1CN([C@H](C)CO)S(=O)(=O)c2ccc(Br)cc2O[C@@H]1CN(C)C(=O)CN1CCOCC1	i
3	C[C@H]1CN([C@@H](C)CO)C(=O)CCCn2nncc2CO[C@H]1CN(C)S(=O)(=O)c1cccs1	i
4	Cc1ccc(CSC2=NCCN2S(=O)(=O)c2ccc(C)cc2)cc1	0.2%
5	CN1CCN(C(=O)COc2ccc(S(=O)(=O)Nc3ccc(Cl)cc3)cc2)CC1	0.8%
6	COc1ccc(CNC(=O)COC(=O)c2cc(C)oc2C)cc1	8.8%
7	CC[C@H](C)[C@H]1CNC(=S)N1CC1CCN(CC)CC1	i
8	C(=NOCc1ccccc1)c1ccccn1	i
9	O=C(NCCc1cn[nH]c1)c1ccc2oc(CCc3ccccc3)nc2c1	0.3%
10	COc1ccc(/C=C2\N=C(c3ccccc3Cl)NC2=O)cc1	10.0%
11	Cn1c2ccccc2c(=O)c2ccc(Cl)cc21	8.9%
12	C[C@@H]1CCCCO[C@H](CN(C)C(=O)NC2CCCCC2)[C@@H](C)CN([C@H](C)CO)C(=O)c2cc(NC(=O)c3ccccc3)ccc2O1	74.0%
13	O=c1c2ccccc2c2ccccc2c(=O)n1Cc1ccc2c(c1)OCO2	i
14	Cc1cccc(NC(=O)CSc2nc(=O)n(CCCN3CCOCC3)c3c2CCCC3)c1C	1.1%
15	CCc1ccc(NC(=O)C(=O)NCCN2CCN(C(=O)c3ccc(OC)cc3)CC2)cc1	1.0%
16	N#Cc1ccccc1OCC(=O)Nc1ccc2c(c1)OCO2	0.4%
17	C[C@@H]1CN([C@@H](C)CO)C(=O)CCCn2cc(nn2)CO[C@H]1CN(C)C(=O)Oc1ccccc1	2.5%
18	CCN(CC)C(=O)C1=C(C)N(Cc2ccc(C(C)(C)C)cc2)C(=O)C(CC(=O)NC2CCCC2)C1 (stereo unspecified)	3.7%
19	CCCCc1ccc(NC(=O)COC(=O)c2ccc3ncsc3c2)cc1	i
20	Cc1ccc(CN(C)C(=O)CCNC(=O)c2ccc(Cl)cc2)o1	3.0%
21	CC1C(=O)N(Cc2cn(CCC3OCCCO3)nn2)CCS(=O)(=O)N1Cc1ccc(-c2ccc(Cl)cc2)cc1 (stereo unspecified)	0.2%
22	Cc1cc(C)c2c(=O)n3c(nc2c1)C(C)NC(=O)c1cccnc1-3 (stereo unspecified)	1.2%
23	CC(=O)c1ccc2ccccc2c1OC(=O)c1ccncc1	i
24	Cc1ccccc1NC(=O)COC(=O)c1c(C)nn(-c2ccccc2)c1C	4.7%
25	O[C@@H]1C[C@H](c2ccccc2)N(CC2CCCCC2)C[C@H]1n1cc(C2CC2)nn1	0.6%
26	O=C(COC(=O)/C=C/c1cccc(C(F)(F)F)c1)Nc1cccc(S(=O)(=O)NC2=NCCC2)c1	3.7%
27	CN(C)c1ccccc1	1.5%
28	O=C(Nc1ccc(Cl)cc1C(=O)c1ccccn1)c1ccccc1	32.7%
29	Cc1ccc([C@@H]2C[C@H]3[C@@H](CN2S(=O)(=O)c2ccc(C)cc2)C(=O)C[C@@H](c2ccccc2)N3S(=O)(=O)c2ccc(C)cc2)cc1	0.1%
30	C[C@@H]1CN([C@@H](C)CO)C(=O)c2cc(Br)cnc2O[C@H]1CN(C)C(=O)C1CC1	2.1%
31	O=C(Nc1cccc(-n2cnnn2)c1)C1CCCN(C(=O)Cc2cccc(Cl)c2)C1 (stereo unspecified)	i
32	C[C@@H]1CN([C@H](C)CO)C(=O)CCCn2nncc2CO[C@@H]1CN(C)C(=O)Cc1ccccc1	0.1%
33	COc1cc2nc3n(c(=O)c2cc1OC)-c1cc2ccccc2cc1C(=O)NC3Cc1ccccc1 (stereo unspecified)	5.2%
34	CN(C)C(CNC(=O)c1cc(Br)c(Br)s1)c1ccco1 (stereo unspecified)	7.9%
35	CC(C)NC(=O)N(C)C[C@@H]1OCc2ccccc2-c2c(n(C)c3ccccc23)C(=O)N([C@@H](C)CO)C[C@@H]1C	0.1%
36	COc1ccc(NC(=O)C[C@H]2C(=O)N(c3ccc(OC)cc3)C[C@@H]2CSC)cc1	i
37	O=C(C[C@@H]1C[C@@H]2c3cc(NC(=O)C4CCOCC4)ccc3O[C@@H]2[C@H](CO)O1)NCc1ccccn1	i
38	Cc1ccc(NC(=O)Cn2sc3ccccc3c2=O)cc1	1.9%
39	C[C@H]1CN([C@@H](C)CO)C(=O)CCCn2cc(nn2)CO[C@@H]1CN(C)C(=O)Nc1ccccc1	0.0%
40	Nc1nc(-c2ccccc2)nc2nonc12	4.1%
41	CCOC(=O)CC(=O)Nc1cc2ccc(OC)c(OC)c2cc1C(=O)OCC	0.9%
42	O=C(COC(=O)c1c[nH]c2ccccc12)NCc1ccccc1	i
43	C[C@H](NC(=O)C1CCN(S(=O)(=O)c2ccccc2)CC1)C(=O)NCc1ccncc1	2.8%
44	O=C(NCc1nnnn1-c1ccc(F)cc1)C(=O)c1c[nH]c2ccccc12	0.6%
45	Cc1ccc(C(=O)NCCc2nnc3ccc(SCC(=O)Nc4nnc(C)s4)nn23)cc1	6.1%
46	CSc1cccc(NC(=O)C2CCCN(S(C)(=O)=O)C2)c1 (stereo unspecified)	0.9%
47	CC(C)C1C(=O)N(Cc2cn(CCC3OCCO3)nn2)CCS(=O)(=O)N1Cc1ccc(-c2ccc(Cl)c(Cl)c2)cc1 (stereo unspecified)	2.0%
48	CC(=O)NCC1=C(c2cccc3ccccc23)C[C@@H]2CC[C@H]1N2Cc1ccco1	i
49	Cc1ccc(S(=O)(=O)CCC(=O)OCC(=O)Nc2sccc2C#N)cc1	0.2%
50	O=C(NCC1=C(c2cccc3ccccc23)C[C@@H]2CC[C@H]1N2Cc1ccco1)c1ccc([N+](=O)[O-])cc1	2.6%
51	O=C(CCNC(=O)N1CC(=O)Nc2ccccc21)NCc1ccccc1	0.1%
52	O=C(NCC(c1ccco1)N1CCN(c2ccccc2)CC1)C1CCCCC1 (stereo unspecified)	i
53	CC(=O)NC[C@H]1O[C@@H](n2ccc(N)nc2=O)[C@H](O)[C@@H]1O	1.2%
54	C[C@@H]1CN([C@@H](C)CO)C(=O)CCCn2nncc2CO[C@@H]1CN(C)S(=O)(=O)c1cccs1	0.8%
55	CC(=O)N1CCc2c(sc(NC(=O)c3ccc(S(=O)(=O)N(C)CC4CCCO4)cc3)c2C(N)=O)C1 (stereo unspecified)	2.5%
56	O=C(O)c1ccc(N2C(=O)c3ccccc3C2=O)cc1[N+](=O)[O-]	i
57	CC(=O)c1cnc(-c2ccccc2)s1	3.2%
58	O=C1CC=Nc2ccc([N+](=O)[O-])cc21	1.0%
59	O=S(=O)(NCCS(=O)(=O)N1CCN(c2ccc(F)cc2)CC1)c1ccccc1	1.7%
60	CN(Cc1ccc(F)cc1)C(=O)CN1CCN(S(=O)(=O)c2ccc3c(c2)OCCCO3)CC1	i

# (more compounds)
nr	SMILES	VEEV TC-83 Vero
61	CN1CCN(S(=O)(=O)c2ccc(F)cc2)CC1	0.3%
62	C[C@H]1CN([C@@H](C)CO)C(=O)CCCn2nncc2CO[C@@H]1CN(C)Cc1cccc2c1OCCCO2	0.5%
63	CCCN(C)C[C@H]1Oc2cc(C#Cc3ccc(F)cc3)ccc2S(=O)(=O)N([C@H](C)CO)C[C@@H]1C	i
64	COc1cc(C(=O)N(C)C2CCCCC2)cc(OC)c1OC	i
65	COc1cccc(C2CCN(C)C2)c1 (stereo unspecified)	i
66	CC1=C(C(=O)Nc2cc(C(=O)NCc3ccccc3)ccc2C)SCCO1	2.2%
67	O=C(O)c1ccc(S(=O)(=O)N2CCCCCCC2)cc1	i
68	CC(C)c1ccc(NC(=O)COC(=O)Cn2cnc3c2c(=O)n(C)c(=O)n3C)cc1	0.7%
69	O=C(CN1CCN(c2cccc(C(F)(F)F)c2)CC1)Nc1ccc2c(c1)OCCCO2	i
70	C#CCN(C[C@@H]1[C@@H](OC(=O)NCc2ccc(OC)c(OC)c2)[C@@H](OC(=O)NCc2ccc(OC)c(OC)c2)Cn2c(=O)n(CCCCCC)c(=O)n21)S(=O)(=O)c1ccc(C)cc1	1.0%
71	Cc1cc(F)ccc1NC(=O)c1ccc(NS(=O)(=O)c2cccs2)cc1	1.2%
72	CC(c1ccccc1)n1ccnc1CO (stereo unspecified)	1.9%
73	O=S(=O)(Nc1cccc(F)c1)c1ccc(S(=O)(=O)N2CCOCC2)cc1	i
74	COCOCCn1cc(CN2CCS(=O)(=O)N(Cc3ccc(-c4cccc(CO)c4)cc3)C(CC(C)C)C2=O)nn1 (stereo unspecified)	6.1%
75	COCC(=O)N(C)C[C@H]1Oc2ncc(C#C[C@H](C)O)cc2C(=O)N([C@@H](C)CO)C[C@H]1C	0.8%
76	Cc1ccc(-c2ccc(CN3C(CC(C)C)C(=O)N(Cc4cn(CCC5OCCCO5)nn4)CCS3(=O)=O)cc2)cc1 (stereo unspecified)	1.1%
77	CN(C)C=Nc1ccc([N+](=O)[O-])c2ccccc12	i
78	CNC(=O)C[C@H]1C(=O)N(CCc2ccccc2)C[C@@H]1C	i
79	COc1ccc([C@H]2N[C@]3(CCCN(Cc4ccc(Br)cc4)C3=O)[C@H]3C(=O)N(Cc4ccccc4)C(=O)[C@@H]23)cc1	3.1%
80	COc1ccccc1NC(=O)C(C)OC(=O)C1CC(=O)N(Cc2ccco2)C1 (stereo unspecified)	i
81	COc1ccc(/C=C(\NC(=O)c2ccc(Cl)cc2)C(=O)NCc2cccnc2)cc1OC	i
82	COc1ccc(-c2cc3nc(-c4ccccc4)cc(N4CCN(C(=O)c5ccccc5)CC4)n3n2)cc1	8.0%
83	CCC1NC(=O)c2cc3ccccc3cc2-n2c1nc1ccc(OC)cc1c2=O (stereo unspecified)	2.1%
84	COCCCN1C(=O)C(CC(=O)NCCc2ccccn2)CC(C(=O)N2CCOCC2)=C1C (stereo unspecified)	i
85	CC(C)NC(=O)N(C)C[C@@H]1OCc2cnnn2CCCC(=O)N([C@H](C)CO)C[C@H]1C	2.0%
86	CCOC(=O)c1ccc(NC(=O)c2nc[nH]c2C(=O)NC[C@@H](C)O)cc1	9.5%
87	O=c1c2ccccc2sn1-c1nccs1	22.8%
88	O=C(Nc1ncccc1O)c1ccc(S(=O)(=O)NCc2ccco2)cc1	i
89	COc1cc2ccc(-c3ccc4ccccc4n3)cc2cc1OC	5.9%
90	Cc1ccc(S(=O)(=O)N(C)C[C@@H]2OCc3cnnn3CCCC(=O)N([C@@H](C)CO)C[C@H]2C)cc1	1.4%
91	COc1ccc(C(C#N)=Cc2ccccc2OC)cc1	5.9%
92	CCN1C(=O)[C@H]2[C@@H](c3ccc(C(F)(F)F)cc3)N[C@]3(CCCN(Cc4ccc(F)cc4)C3=O)[C@H]2C1=O	3.1%
93	COc1ccc(NC(=O)N(C)[C@H]2C[C@H]3c4[nH]c5ccc(-c6ccc(OC)cc6)cc5c4CCN3C(=O)[C@H]2[C@H](C)O)cc1	i
94	NC(=O)CSc1nnc(-c2ccco2)n1-c1ccc(F)cc1	i
95	CCOC(=O)N1CCC2(CC1)NC(=O)c1ccccc1N2	2.3%
96	COc1ncnc2c1ncn2CCCNCc1ccccc1	0.8%
97	CCCc1c(C(=O)N/N=C/c2ccc3c(c2)OCO3)nnn1-c1nonc1N	1.4%
98	COc1ccc2nc3n(c(=O)c2c1)-c1cc2ccccc2cc1C(=O)NC3Cc1ccc(O)cc1 (stereo unspecified)	6.4%
99	Cc1ccc(S(=O)(=O)N2CC3(O)CN(C(=O)OC(C)C)N(C(=O)OC(C)C)CC3(OC(=O)NC3CCCC3)C2)cc1 (stereo unspecified)	4.7%
100	C[C@H](CO)N1C[C@H](C)[C@H](CN(C)Cc2cccc(C(F)(F)F)c2)OCc2ccccc2-c2c(n(C)c3ccccc23)C1=O	0.8%
101	CC1=CC(C)C(=O)N(C)C(C)=C1 (stereo unspecified)	0.4%
102	CC(C(=O)N1CCCCC1)N(C)CC(=O)Nc1ccc(F)c(F)c1F (stereo unspecified)	0.2%
103	COc1ccc(-n2nnnc2CNC(=O)c2c(-c3ccccc3Cl)noc2C)cc1	0.3%
104	O=C(OCc1cn([C@H]2CN(CC3CCCCC3)[C@@H](c3ccc(Cl)cc3)C[C@@H]2O)nn1)c1ccccc1	i
105	NC(=S)NN=Cc1cc(-c2cccc(N)c2)ccn1	12.4%
106	CCCCCC(=O)N1C[C@H](O)[C@@H](n2cc(-c3ccc(F)cc3)nn2)C[C@@H]1c1ccc(Cl)cc1	21.1%
107	COC(=O)c1cccc(NC(=O)c2ccc(S(=O)(=O)N(C)c3ccccc3OC)cc2)c1	?
108	CSc1ncnc2c1ncn2CCCNC1CCN(Cc2ccccc2)CC1	i

# Overlap with the part before: 3 compounds, followed by the next part.
nr	SMILES	VEEV TC-83 Vero
106	CCCCCC(=O)N1C[C@H](O)[C@@H](n2cc(-c3ccc(F)cc3)nn2)C[C@@H]1c1ccc(Cl)cc1	21.1%
107	COC(=O)c1cccc(NC(=O)c2ccc(S(=O)(=O)N(C)c3ccccc3OC)cc2)c1	?
108	CSc1ncnc2c1ncn2CCCNC1CCN(Cc2ccccc2)CC1	i
109	C[C@@H]1CCCCO[C@@H](CN(C)S(=O)(=O)c2cn(C)cn2)[C@@H](C)CN([C@H](C)CO)C(=O)c2cc(N(C)C)ccc2O1	i
110	C[C@H]1CN([C@@H](C)CO)C(=O)c2cc(Br)cnc2O[C@H]1CN(C)Cc1ccccc1C(=O)O	10.5%
111	COc1ccc(NC(=O)C[C@H]2C(=O)N(Cc3ccccc3)C[C@@H]2CSC)cc1	i
112	Cc1cn([C@H]2C[C@H](O)[C@@H](CCC(=O)NCc3ccc(N(C)C)cc3)O2)c(=O)[nH]c1=O	45.0%
113	O=C(OCc1ccccc1)N1CCC2CC1c1cc(N3CCN(S(=O)(=O)c4cc(Cl)cc(Cl)c4)CC3)ccc12 (stereo unspecified)	i
114	C[C@@H]1CN([C@H](C)CO)C(=O)CCCn2nncc2CO[C@H]1CN(C)C(=O)C1CC1	24.8%
